# POLI inh – inhibitors of human DNA polymerase iota | 390,000 tested, 1% active | AID 588590 | Potency, µM (doses to about 115 µM), for the others: at the top dose activity, negative = inhibition, actives largely listed as inhibitors | Q9UNA4 | Pol iota fluorescent replication assay, 10 min
#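 Pol iota at 10 nM preincubated 15 min with compounds at room temperature; reaction started with fluorescent substrate, 50 nM final. Fluorescence read kinetically at 0 and 10 min; buffer-only wells as negative control.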
# BAZ2B block – blocks human BAZ2B. AlphaScreen BAZ2B-H3K14Ac peptide displacement. Q9UIF8. 360,000 tested, 4.4% active. Potency, µM (titrated, usually from 114 µM), for the others: at the top dose activity change, negative = inhibition, hits mostly inhibitors. AID 504333; note: % is set by controls: 0 for no effect and ±100 for the full control effect; nearly all actives have a fitted effect of over 60% in size
#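 In this displacement format the biotinylated H3(5-23) peptide acetylated at Lys14 serves as ligand at 50 nM, with BAZ2B at 50 nM in PBS pH 7.4 containing 0.01% Tween-20. Donor and acceptor beads are 10 ug/mL final.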
# GLS inh – blocks human kidney-isoform glutaminase activity; GLS enzymatic activity, qHTS titration; Potency, µM (doses to about 45.5 µM), without a hit: at the top dose activity change, negative = inhibition, usual class: inhibitors; 410,000 tested, 0.21% active; note: % is set by controls: 0 for no effect and ±100 for the full control effect
#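 Enzyme dispensed in phosphate buffer (45 mM, pH 8.2, 0.02% Tween-20), compounds pinned in, then 1 mM L-glutamine solution and the glutamate oxidase–HRP–Amplex Red mix added; fluorescence read immediately and again after 30 min at room temperature.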
# BLM inh – blocks DNA unwinding by human BLM helicase. P54132. recombinant BLM DNA unwinding, fluorescence dequenching. Potency, µM (highest dose often 56.1 µM), inactives show top-dose activity change, negative = inhibition, most hits filed as inhibitors. 350,000 tested, 0.2% active. AID 2528;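 note: plate controls were vehicle for no effect and no enzyme for full effect; nearly all actives have a fitted effect of over 35% in size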
# Target sequence (P54132 whole entry, looked up): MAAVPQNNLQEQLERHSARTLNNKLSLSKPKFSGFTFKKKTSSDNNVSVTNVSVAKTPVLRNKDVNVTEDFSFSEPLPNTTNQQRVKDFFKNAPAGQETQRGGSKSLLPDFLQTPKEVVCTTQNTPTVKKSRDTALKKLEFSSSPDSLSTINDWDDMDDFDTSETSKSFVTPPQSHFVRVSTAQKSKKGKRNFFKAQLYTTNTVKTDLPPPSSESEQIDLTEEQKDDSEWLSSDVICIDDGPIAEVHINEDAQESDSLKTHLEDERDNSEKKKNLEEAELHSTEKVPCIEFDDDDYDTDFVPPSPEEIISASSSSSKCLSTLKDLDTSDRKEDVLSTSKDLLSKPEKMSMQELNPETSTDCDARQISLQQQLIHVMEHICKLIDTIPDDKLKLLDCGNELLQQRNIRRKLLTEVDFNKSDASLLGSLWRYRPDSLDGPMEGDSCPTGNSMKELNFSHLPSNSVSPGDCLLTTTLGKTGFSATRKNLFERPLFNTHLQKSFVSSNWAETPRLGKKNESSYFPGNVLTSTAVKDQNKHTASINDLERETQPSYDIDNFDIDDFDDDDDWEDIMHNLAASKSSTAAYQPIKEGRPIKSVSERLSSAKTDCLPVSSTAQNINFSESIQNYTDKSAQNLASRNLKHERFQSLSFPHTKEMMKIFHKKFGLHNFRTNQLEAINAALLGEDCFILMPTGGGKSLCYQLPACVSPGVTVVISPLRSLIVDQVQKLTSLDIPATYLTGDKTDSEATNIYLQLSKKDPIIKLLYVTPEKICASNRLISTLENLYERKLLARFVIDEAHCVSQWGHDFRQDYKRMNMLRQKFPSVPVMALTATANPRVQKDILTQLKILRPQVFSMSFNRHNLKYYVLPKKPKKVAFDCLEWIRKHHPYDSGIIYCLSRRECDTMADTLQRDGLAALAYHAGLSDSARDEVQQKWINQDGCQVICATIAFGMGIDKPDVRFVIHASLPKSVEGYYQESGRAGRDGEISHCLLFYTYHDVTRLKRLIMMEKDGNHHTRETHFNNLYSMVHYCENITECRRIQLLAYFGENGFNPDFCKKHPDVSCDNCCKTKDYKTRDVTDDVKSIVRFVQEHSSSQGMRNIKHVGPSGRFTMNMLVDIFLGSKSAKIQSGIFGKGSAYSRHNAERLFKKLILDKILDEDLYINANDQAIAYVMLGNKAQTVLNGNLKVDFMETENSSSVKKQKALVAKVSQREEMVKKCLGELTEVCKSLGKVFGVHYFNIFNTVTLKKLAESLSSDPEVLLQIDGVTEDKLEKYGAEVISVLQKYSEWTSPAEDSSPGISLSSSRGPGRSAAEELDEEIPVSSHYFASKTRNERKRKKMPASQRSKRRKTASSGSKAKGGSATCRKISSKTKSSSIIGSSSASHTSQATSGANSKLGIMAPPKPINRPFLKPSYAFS
# G9a block – G9a (human) methyltransferase inhibition; Q96KQ7; G9a H3K9 monomethylation, AlphaScreen, 2 h; Potency, µM (top dose mostly 102 µM), inactives show at the top dose activity, negative = inhibition, actives largely listed as inhibitors; 350,000 tested, 8.8% active; AID 504332; note: % is set by controls: 0 for no effect and ±100 for the full control effect; nearly all actives have a fitted effect of over 75% in size
#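 Compounds were preincubated with 20 nM G9a for 15 min, after which biotinylated H3K9 peptide (500 nM) and SAM (20 uM) started a 2 h room-temperature reaction. Monomethylated product was quantified by antibody-based AlphaScreen chemiluminescence.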
# Pin1 inhibitor – human Pin1 inhibition | Q13526 | Potency, µM (doses to about 115 µM), without a hit: at the top dose activity, negative = inhibition, usual class: inhibitors | 390,000 tested, 0.009% active | Pin1 FP peptide displacement, HiFluor488, 10 min; active = well fitted inhibition curve with a large enough effect in the polarisation, with a control signal flat, not every such curve was filed as active; inconclusive = small, poorly fitted or top-dose-only effect, or effect the other way, or a change in a side signal; inactive = no such curve, though single readings can be large or run the other way; the % refers to the polarisation; note: % is set by controls: 0 for no effect and ±100 for the full control effect
# Tb PGK inh – blocks T. brucei phosphoglycerate kinase; PGK/GAPDH coupled, Kinase-Glo luminescence, 60 min; P07378; AID 602233; Potency, µM (series often up to 57.5 µM), for inactives: top-dose activity change, negative = inhibition, hits mostly inhibitors; 380,000 tested, 0.043% active; note: % is set by controls: 0 for no effect and ±100 for the full control effect; nearly all actives have a fitted effect of over 60% in size
#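 Luminescent ATP detection (Kinase-Glo Plus) follows a 60-minute room-temperature incubation, with wells lacking PGK as controls. Buffer: 100 mM TEA (pH 7.6), 5 mM MgCl2, 0.01% Tween-20. Coupling enzyme GAPDH (100 nM final) supplies unstable 1,3-BPG in-well.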
# HP1b binding inh – inhibitors of HP1-beta chromodomain binding to methylated histone tails; P83916; AlphaScreen HP1-beta / biotin-H3K9me3 peptide binding; AID 540317; Potency, µM (top dose mostly 114 µM), without a hit: at the highest dose activity change, negative = inhibition, usual class: inhibitors; 390,000 tested, 0.56% active; note: nearly all actives have a fitted effect of over 70% in size; inactives centre near 23
#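 Compound inhibition of the preformed complex between 50 nM HP1-beta and 50 nM biotinylated H3K9me3 peptide was read by AlphaScreen. Buffer was PBS pH 7.4 with 0.01% Tween-20. Incubations ran 30 min at room temperature, with 10 ug/mL donor/acceptor beads.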
# JMJD2A Tudor – blocks the human JMJD2A Tudor domain; AID 504339; 390,000 tested, 4.4% active; Potency, µM (top dose mostly 114 µM), without a hit: top-dose activity change, negative = inhibition, actives largely listed as inhibitors; O75164; AlphaScreen JMJD2A-Tudor / H3K4me3 peptide binding; note: % is set by controls: 0 for no effect and ±100 for the full control effect; nearly all actives have a fitted effect of over 50% in size
# * marks the source's active call; other numbers are inactive results; i = inactive; ? = inconclusive; nt = not tested or not shown; & = joins results of further samples; [ ] = remark or other dose. Unless noted, calls come from the whole dose curve; as a rule, active = well fitted curve in the direction sought with a large enough effect; inconclusive = small, poorly fitted or top-dose-only effect, or another doubt; inactive = no such curve, though single readings can be large; an effect the other way counts as inactive or inconclusive. Potency is the fitted concentration of half-maximal effect. Not all compounds are listed (hit frequency here may not be typical).
molecule	POLI inh	BAZ2B block	GLS inh	BLM inh	G9a block	Pin1 inhibitor	Tb PGK inh	HP1b binding inh	JMJD2A Tudor
COc1cccc2c1CCC1=CC(=O)CCC12C (configuration not stated)	36%[activator]	nt	-9%	nt	nt	1%	-2%	41%	-12%
CCCc1ccc(OCC(=O)Nc2scc(-c3cccs3)c2C(=O)OC)cc1	24%	7%	1%	-7%	?	16%	8%	1%	-3%
CC(=O)NS(=O)(=O)c1ccc(NC(=S)NC(=O)C2CCC2)cc1	12%	-5%	3%	0%	?	-8%	-7%	27%	-7%
COc1ccc(-c2noc(CN3CCOCC3)n2)cc1OC	1%	-19%	17%	1%	?	2%	3%	28%	-14%
CCOC(=O)C(=CNNc1ccsc1C(=O)OC)C(=O)OCC	24%	-16%	19%	-4%	?	4%	-2%	46%[activator]	-19%
Cc1cc(C)c2nc(N3CCC(C(=O)NCc4cccnc4)CC3)sc2c1	40%[activator]	?	1%	-7%	?	-2%	3%	39%	-12%
O=C(c1ccc(=O)[nH]c1)N1CCN(S(=O)(=O)c2ccc3ccccc3c2)CC1	29%	11%	1%	nt	-3%[59 µM]	3%	-10%	23%	-15%
O=C(OCC#CCSc1nnc(-c2cccc3ccccc23)o1)c1ccc(Cl)cc1	0%	27%	5%	nt	15%[12.7 µM]	-1%	3%	98%[activator]	46%[activator]
Cc1ccc2oc(=S)n(C)c2c1	2%	5%	6%	2%	28%	-10%	-8%	23%	1%
CCc1cccc(NC2c3ccccc3C(=O)N2c2cccnc2)c1 (configuration not stated)	-16%	1%	14%	-16%	?	-6%	-1%	18%	-18%
Nc1ccc(S(N)(=O)=O)cc1N	48%[activator]	?	11%	-22%	-42%[59 µM]	?	-8%	12%	-23%
COc1cccc(NC(=O)CN(C)C(=O)Cn2cnc3ccccc3c2=O)c1	21%	-5%	17%	nt	-43%	-9%	9%	9%	-2%
COc1cccc2cc(CC(=O)c3ccccc3)c(=O)oc12	-14%	3%	1%	-3%	25%	0%	nt	44%[activator]	-7%
S=C(NC1CCCC1)N1CCN(c2ccccn2)CC1	23%	4%	6%	2%	3%	-2%	-5%	10%	-20%
CCCN(CCC)Cc1cc(=O)oc2cc3c(cc12)CCC3	40%[activator]	45%[activator]	7%	-7%	40%[activator]	-3%	-9%	76%[activator]	70%[activator]
Cc1oc2ccc(O)c(CN(C)Cc3ccccc3)c2c1C(=O)Nc1cccc(Cl)c1C	-5%	-5%	7%	2%	-1%[59 µM]	1%	-2%	16%	-10%
COc1ccc(C)c2sc(N(CCCN(C)C)C(=O)c3ccc4c(c3)OCCO4)nc12	5%	-8%	5%	nt	1%[0.501 µM]	-10%	-3%	-5%	-31%
Cc1ccccc1NC1=NCC(c2ccc([N+](=O)[O-])cc2)S1 (configuration not stated)	116%[activator]	-30%	-5%	-5%	-39%	-6%	i	-26%	?
O=C(NC1CC2CCC(C1)N2Cc1ccccc1)c1ccccc1Br (configuration not stated)	38%	1%	-1%	-1%	8%	0%	-12%	9%	-13%
O=C1CSC(=S)N1CC1CCCO1 (configuration not stated)	?	-4%	14%	-3%	-4%[59 µM]	17%	-6%	14%	-10%
O=C(c1cc2c(s1)-c1ccccc1OC2)N1CCN(c2ccccc2F)CC1	11%	7%	-1%	-14%	36%[59 µM]	17%	i	62%[activator]	22%
COc1cccc(NC(=O)C(c2ccccc2)N2CCN(CC(=O)N3CCOCC3)CC2)c1 (configuration not stated)	9%	-5%	1%	nt	-4%[12.7 µM]	4%	-1%	43%[activator]	-10%
CN(C(=O)CSC1=NC2C(N=N1)c1cc(Br)ccc1N2C)C1CCCCC1 (configuration not stated)	50%[activator]	-11%	7%	-3%	-12%[12.7 µM]	12%	-1%	24%	-18%
COCCNC(=O)c1ccc2nc(CCc3ccccc3)oc2c1	8%	-7%	6%	8%	7%[59 µM]	46%[activator]	i	49%[activator][57 µM]	-3%
CCc1ccc2c(c1)C1(NN=C(c3ccccc3)S1)C(=O)N2 (configuration not stated)	11%	?	-9%	-20%	?	?	-12%	-54%	56µM*

# Pulled by structure from the entries so far, 2 records:
molecule	POLI inh	BAZ2B block	GLS inh	BLM inh	G9a block	Pin1 inhibitor	Tb PGK inh	HP1b binding inh	JMJD2A Tudor
COc1cccc2cc(CC(=O)c3ccccc3)c(=O)oc12	-14%	3%	1%	-3%	25%	0%	nt	44%[activator]	-7%
Cc1ccccc1NC1=NCC(c2ccc([N+](=O)[O-])cc2)S1 (configuration not stated)	116%[activator]	-30%	-5%	-5%	-39%	-6%	i	-26%	?

# Remaining list, next part.
molecule	POLI inh	BAZ2B block	GLS inh	BLM inh	G9a block	Pin1 inhibitor	Tb PGK inh	HP1b binding inh	JMJD2A Tudor
Cc1nc(C)c(NC(=O)OC(C)C)cc1NC(=O)OC(C)C	14%	-2%	-2%	1%	-7%	-2%	-5%	36%	-17%
O=C(CCn1c(=S)oc2ccccc21)Nc1ccccc1F	50%[activator]	-26%	0%	-6%	?	-3%	i	7%	-11%
CCN1C(=O)c2ccccc2S(=O)(=O)c2ccc(C(=O)NCc3cccnc3)cc21	16%	11%	-13%	2%	-1%[59 µM]	7%	-11%	36%	-8%
c1ccc(-c2nc3ccccc3nc2N2CCOCC2)cc1	6%	62%[activator]	-11%	-4%	68%[activator][59 µM]	-3%	i	156%[activator]	136%
Cc1nc2scc(C)n2c(=O)c1S(=O)(=O)Nc1ccc(N2CCOCC2)c(Cl)c1	?	-25%&-7%	27%&-8%	-1%&-3%	7%&-42%[59 µM]	?	-10%&1%	-15%&22%	?
Cn1c(N)c(C(=O)COC(=O)COc2ccc3ccccc3c2)c(=O)n(C)c1=O	141%[activator]	6%	-1%	1%	-8%	15%	7%	3%	-10%
CCCc1[nH]n(-c2nc3ccccc3s2)c(=O)c1C=NCCCN(CC)CC	15%	6%	0%	2%	9%	1%	-6%	35%	-5%
CCc1sc(-c2cc3cccc(OC)c3oc2=O)nc1-c1cc(C)ccc1C	?	nt	nt	nt	nt	-3%	nt	55%[activator][57 µM]	37%[activator][57.1 µM]
O=C(NC(c1ccccc1)c1ccccn1)c1cccc([N+](=O)[O-])c1 (configuration not stated)	-27%	nt	-8%	-1%	?	5%	-6%	28%	-2%
CN(CC(=O)Nc1ccccc1C(F)(F)F)C(=O)Cc1ccc(S(=O)(=O)N2CCOCC2)s1	9%	-6%	-3%	nt	9%[2.33 µM]	-6%	-2%	7%	-3%
O=C(Nc1cccc2nsnc12)c1ccc(F)cc1	19%	-9%	8%	0%	-37%[12.7 µM]	10%	0%	60%[activator]	37%[activator]
Cc1c(Cl)cccc1NC(=O)c1ccc2c(c1)nnn2C1CCCC1	-3%	1%	2%	-5%	0%[59 µM]	3%	-8%	2%	-16%
OCCC#Cc1ccc(CN2CCN(Cc3ccsc3)C(CCO)C2)cc1 (configuration not stated)	87%[activator]	?	2%	-15%	?	-1%	3%	18%	-8%
Cc1cnc(CN(C)C(=O)C2CCC(=O)N(CCc3cccc(F)c3)C2)[nH]1 (configuration not stated)	-9%	-3%	1%	2%	6%	4%	0%	36%	-23%
CCCN1CCc2c(sc3nc(SCC)n(-c4ccc(OC)cc4)c(=O)c23)C1	-18%	-16%	6%	0%	-18%	25%	-6%	42%[activator]	-27%
Cc1ccc(S(=O)(=O)NCC(=O)N(CC(=O)NCc2ccco2)Cc2ccc3c(c2)OCO3)cc1	-5%	nt	2%	-3%	1%[59 µM]	-4%	i	40%[activator]	-28%
Cc1cccn2c(=O)c3cc(S(=O)(=O)c4ccccc4)c(=N)n(CC4CCCO4)c3nc12 (configuration not stated)	143%[activator]	2%	0%	1%	?	-3%	1%	27%	4%
Cc1ccc(C)c(Nc2c([N+](=O)[O-])ccc3nonc23)c1	104%[activator]	3.5µM*	-1%	-4%	?	5%	-1%	?	-31%
O=c1c2c3c(sc2nc2n1CCCCC2)CCCC3	17%	nt	-11%	-2%	?	0%	i	-31%	?
O=c1[nH][nH]c(=O)c2cc([N+](=O)[O-])ccc12	?	8%	3%&19%	nt	-3%[0.501 µM]	-2%&1%	-1%&-1%	25%&27%	-2%&-9%
CN(CC(=O)Nc1ccc2c(c1)OCCO2)Cc1nc2ccccc2c(=O)[nH]1	-11%	-2%	-2%	nt	?	-4%	-3%	42%[activator]	-12%
COc1ccc(S(=O)(=O)N2CN(CCc3ccc(OC)c(OC)c3)c3nc4ccccc4nc32)cc1	32%[activator]	-5%	6%	3%	?	47%[activator]	i	12%	-8%
Cc1ccc([N+](=O)[O-])cc1N	25%	-19%	4%	-1%	0%	-11%	i	19%	-19%
Cc1ccccc1-n1ncc2c1CC(C)(C)CC2NC(=O)CCC1=NNC(=O)CC1 (configuration not stated)	-17%	-5%	-2%	-1%	-2%	4%	-7%	48%	-2%
Cc1cccc(C(=O)Nc2ccc(N3CCN(S(C)(=O)=O)CC3)cc2)c1	-14%	-33%	0%	-2%	nt	1%	-2%	24%	4%
Cc1ccc(NC(=O)C(=O)NNC(=O)c2cccs2)cc1	-13%	-24%	16%	-3%	4µM*	-23%	1%	38%	-9%
CC(=O)NN1C(=O)c2ccccc2NC1c1ccccc1O (configuration not stated)	14%	-10%	3%	-6%	2%	0%	i	41%[activator]	-6%
Cc1ccc(OCCCCn2cnc3ccccc32)c(C)c1	?	25µM*	nt	-5%	7.9µM*	-8%	-2%	?	1.6µM*
CN(C)S(=O)(=O)c1cccc(CSCc2cccc(S(=O)(=O)N(C)C)c2)c1	24%	5%	4%	-4%	18%	8%	5%	24%	1%
O=C(O)C1C2C=CC(O2)C1C(=O)NC1CCCc2ccccc21 (configuration not stated)	5%	-5%	-19%	5%	nt	-3%	i	43%[activator]	-12%
COc1ccc(-c2nc3scc(CCNS(=O)(=O)c4ccccc4F)n3n2)cc1	35%[activator]	-11%	-4%	-1%	11%[59 µM]	-10%	-1%	10%	-17%
